V-ATPase pH: regulators of yeast V-ATPase proton transport; actives 0.37% (n = 350,000); response, % at 10 µM; AID 504577; S. cerevisiae, pHLuorin cytosolic pH fluorescence; in the data active means response mostly above about 7.3%, no sharp cut-off; inactive means mostly below about 5.4%; further: actives read high; inactives centre near 0; some compounds called inactive have numbers as strong as hits
Arrestin-AP2 inh: blocks beta-arrestin peptide binding to AP2 adaptin. actives 0.31% (n = 340,000). inhibition, % at 10 µM. FITC-arrestin peptide / GST-AP2 beads, flow cytometry; AP2 beta2 appendage carries R879A mutation;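 active means inhibition above a set limit, near 3 SD of compounds lacking own fluorescence, cut at about 54% in these data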;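 further: plate controls were DMSO wells for no effect and 5 µM unlabelled arrestin peptide for full effect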
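Material – AP2 appendage R879A on GSH beads · Buffer or medium – PBS with 0.05% Tween 20 and 0.1% BSA · Probe or stimulus – fluorescein-tagged arrestin peptide at 50 nM final · Incubation – compound with beads 12 min RT, then probe 1 h RT · Detection – high-throughput flow cytometry of beads, ex 488, em 535 nm · Evaluation – percent response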
CAL PDZ FP-1: CAL PDZ (human) peptide binding inhibition | actives 0.92% (n = 300,000) | Q9HD26 | AID 602252 | inhibition, % at 24.9 µM | purified CAL PDZ, TMR-peptide fluorescence polarization, 1 h;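 active means mean inhibition of at least 30% with at least half of replicates also reaching 30%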;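 further: 0% = DMSO neutral control and 100% = excess unlabeled competitor peptide PRC23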
NSD2 inh: NSD2 (human) methyltransferase inhibition | O96028 | inhibition, % at 12.5 µM | AID 743445 | actives 0.54% (n = 310,000) | NSD2 peptide methylation, AlphaScreen, 120 min; in the data active means inhibition above about 50%
Target sequence (O96028 whole entry, looked up): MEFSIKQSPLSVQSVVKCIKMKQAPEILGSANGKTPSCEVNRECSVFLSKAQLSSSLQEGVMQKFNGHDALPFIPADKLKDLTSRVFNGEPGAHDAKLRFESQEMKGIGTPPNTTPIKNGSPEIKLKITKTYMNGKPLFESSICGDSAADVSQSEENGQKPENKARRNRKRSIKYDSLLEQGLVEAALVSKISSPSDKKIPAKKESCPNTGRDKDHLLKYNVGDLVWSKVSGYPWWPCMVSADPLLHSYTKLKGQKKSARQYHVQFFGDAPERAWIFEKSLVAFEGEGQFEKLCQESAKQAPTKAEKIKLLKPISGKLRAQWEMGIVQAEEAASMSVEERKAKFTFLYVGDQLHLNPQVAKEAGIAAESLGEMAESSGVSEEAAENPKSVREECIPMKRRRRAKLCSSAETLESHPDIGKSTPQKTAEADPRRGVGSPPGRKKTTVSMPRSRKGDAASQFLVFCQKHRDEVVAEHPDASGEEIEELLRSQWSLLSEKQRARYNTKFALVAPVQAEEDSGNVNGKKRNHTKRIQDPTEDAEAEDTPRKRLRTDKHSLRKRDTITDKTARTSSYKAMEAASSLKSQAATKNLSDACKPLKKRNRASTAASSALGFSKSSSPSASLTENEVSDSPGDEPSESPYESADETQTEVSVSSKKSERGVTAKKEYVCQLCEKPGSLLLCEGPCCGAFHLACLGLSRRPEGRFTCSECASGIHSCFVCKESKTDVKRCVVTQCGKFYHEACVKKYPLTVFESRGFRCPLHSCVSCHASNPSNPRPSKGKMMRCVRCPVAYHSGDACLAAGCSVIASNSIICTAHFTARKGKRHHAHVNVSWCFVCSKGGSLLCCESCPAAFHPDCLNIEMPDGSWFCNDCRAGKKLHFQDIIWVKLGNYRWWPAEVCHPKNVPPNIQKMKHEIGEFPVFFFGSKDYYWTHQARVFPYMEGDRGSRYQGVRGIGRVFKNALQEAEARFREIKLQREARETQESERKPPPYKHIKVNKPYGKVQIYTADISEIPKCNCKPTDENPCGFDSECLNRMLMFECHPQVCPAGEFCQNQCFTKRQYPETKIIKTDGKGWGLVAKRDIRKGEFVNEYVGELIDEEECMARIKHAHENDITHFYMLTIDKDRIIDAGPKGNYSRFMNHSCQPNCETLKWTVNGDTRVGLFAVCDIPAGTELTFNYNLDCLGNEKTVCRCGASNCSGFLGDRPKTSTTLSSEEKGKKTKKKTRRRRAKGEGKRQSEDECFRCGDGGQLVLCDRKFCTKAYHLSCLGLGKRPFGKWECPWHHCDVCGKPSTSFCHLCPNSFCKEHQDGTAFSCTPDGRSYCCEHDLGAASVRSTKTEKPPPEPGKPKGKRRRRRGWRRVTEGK
C-LANA FP: blocks KSHV LANA C-terminal domain binding to DNA | MBP-C-LANA/FAM-LBS DNA binding, fluorescence polarization | actives 0.078% (n = 340,000) | inhibition, % at 9 µM;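 active means highest replicate inhibition at or above 60% at 9 µM, even if other replicates fall short; inactive means all replicates below 60% inhibition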;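 further: 0% = neutral control wells and 100% = 4 µM acridine orange control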
RTF Ca sens inh: cardiac RTF calcium desensitization | AID 493244 | inhibition, % at 7.15 µM | actives 0.12% (n = 340,000) | IANBD-labeled cardiac RTF, Ca2+ fluorescence | P19429+P45379;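 active means inhibition above the mean inhibition of all tested compounds plus 3 SD, cut at about 17% in these data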;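 further: assay run at fixed EC70 calcium of 1.6 mM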
Pemphigus Ab inh: human desmoglein-3 autoantibody binding inhibition | AID 588358 | binding (percent of control), % at 10 µM | DSG3-coupled beads, scFv-anti-DSG3-GFP binding, flow cytometry; hits give low values | P32926 | actives 0.48% (n = 310,000);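 active means binding more than 3 SD below its plate's average and above zero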;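 further: hits lower antibody fragment binding to DSG3; some compounds called inactive have numbers as strong as hits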
DAGLB inhibitor: diacylglycerol lipase beta (human) inhibition; Q8NCG7; AID 504411; actives 0.059% (n = 340,000); HEK293T DAGLB membrane lysate, EnzChek fluorogenic substrate; inhibition, % at 5.17 µM; in the data active means inhibition above about 34%;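 further: 0% = enzyme with vehicle and 100% = wells lacking enzyme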
CAL PDZ FP-2: blocks peptide binding to human CAL PDZ domain; purified CAL PDZ, TMR-peptide fluorescence polarization, 1 h; actives 0.02% (n = 330,000); AID 504414; inhibition, % at 20 µM;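 active means highest replicate inhibition of at least 40%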;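 further: plate controls were DMSO neutral control wells for no effect and unlabeled competitor peptide control wells for full effect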
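Material – purified CerCALP PDZ construct · Detection – FP readout, S and P plane fluorescence · Measure – percent inhibition from loss of millipolarization · Controls – unlabelled peptide for full inhibition, DMSO wells as neutral · Probe or stimulus – TMR-labelled reporter peptide T*-PRC34 bound in PDZ groove · Times – 1 h at RT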
Keap1 Nrf2 FP: disrupts human Keap1 binding to Nrf2 peptide; Q14145; Keap1 Kelch-Nrf2 peptide fluorescence polarization, 1536-well; inhibition, % at 9.4 µM; actives 0.15% (n = 340,000); AID 504523; in the data active means inhibition above about 12%;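 further: human Keap1 Kelch domain with fluorescein labeled Nrf2 9mer peptide probe; 0% = neutral control wells and 100% = peptide positive control; higher means more block of Keap1 binding to Nrf2 peptide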
An asterisk follows results filed as active; . = no result given. Some of the compounds tested, so the mix of outcomes need not match the whole.

SMILES	V-ATPase pH	Arrestin-AP2 inh	CAL PDZ FP-1	NSD2 inh	C-LANA FP	RTF Ca sens inh	Pemphigus Ab inh	DAGLB inhibitor	CAL PDZ FP-2	Keap1 Nrf2 FP
CC(=O)Nc1cccc(NC(=O)c2c(-c3c(Cl)cccc3Cl)noc2C)c1	-2	-7	-2	-2	0.8	8	101	0	-0.4	4
CN1c2ccccc2C2(C)CCCC3=Cc4cccc([N+](=O)[O-])c4OC312 (configuration not stated)	-2	39	-4	-3	-0.5	-3	100	-6	0.2	-2
COc1ccc2ccc(O)c(CN3CCN(S(=O)(=O)c4cccc(C(F)(F)F)c4)CC3)c2c1	0	36	-5	1	-0.9	-6	96	-2	0.7	1
O=C(OCc1ccc(F)cc1)c1cc2ccccc2cc1O	-1	3	-2	-2	2.1	-5	103	-16	-0.6	1
CCOC(=O)C(NS(=O)(=O)c1ccc(Br)cc1)C(C)C (configuration not stated)	-5	0	.	-1	-0.6	2	103	-7	-1.6	3
CCOC(=O)C1=C(CC)OC(N)=C(C#N)C1c1ccc(OC)c(OC)c1OC (configuration not stated)	0	.	.	-3	3.4	-5	100	5	-0.9	-1
O=C(CCCc1ccccc1)N1CCN(C2CCCCC2)CC1	4	4	1	2	11	8	122	-4	-0.3	-3
CCOC(=O)Cn1c(CN(Cc2ccccc2)Cc2ccccc2)nc2c1c(=O)n(C)c(=O)n2C	13	10	.	0	0.7	-3	103	1	-2.9	-2
CCC1CCCCN1CC(=O)Nc1cc(C)nn1-c1nc(C)cc(C)n1 (configuration not stated)	-5	31	0	-6	0.1	1	96	2	-1.8	1
CCCCCCOc1ccc(C(CC(N)=O)C(=O)O)cc1 (configuration not stated)	5	6	-5	-1	-3.2	-3	99	1	0.3	-3
COc1ccc(C(=O)c2ccccc2Cl)cc1OC	-2	10	9	-1	-1.0	-1	104	-3	-1.1	-5
Nn1c(COc2cccc(Cl)c2)nc2ccccc2c1=O	2	-10	-2	-1	1.7	-6	124	0	-2.4	1
CCOc1ccc(-c2nnn(CC(=O)Nc3cc(OC)ccc3OC)n2)cc1OCC	-3	-5	-1	-2	0.6	-6	92	0	-0.9	2
O=S(=O)(NCc1ccccc1)c1ccc(S(=O)(=O)NCC2CCCO2)cc1 (configuration not stated)	2	8	-2	-2	-1.8	-3	92	1	-2.2	-1
c1ccc(Cn2nnnc2C(c2cccnc2)N2CCN(c3ccccc3)CC2)cc1 (configuration not stated)	1	-4	-1	1	1.8	2	99	4	-2.7	-5
Cc1ccc(S(=O)(=O)NC(=NC2CCCCC2)c2ccccc2)cc1	-7	41	.	0	0.6	10	.	-1	-1.7	2
Cc1cc(C=O)c(C)n1-c1sc2c(c1C(=O)O)CCCC2	4	3	-3	1	-0.7	2	102	5	-1.6	-3
C#CCNc1nc(C)nc2c1nnn2Cc1ccccc1F	-1	-1	.	0	-1.4	-11	107	-1	0.0	-5
CC1(C)CC(=O)c2cc(OCC(=O)N3CCOCC3)ccc2O1	-2	25	1	-2	0.6	16	94	-4	-1.0	-2
Cc1ccc(C2=NS(=O)(=O)N(C)C(C(=O)NCc3ccc(F)cc3)=C2)cc1	4	-1	.	.	0.5	-5	98	-7	-0.3	3
Cc1ccc2[nH]c(=O)c(CN(Cc3nnnn3Cc3ccccc3)C3CCCC3)cc2c1	1	0	-1	.	-2.4	-2	98	3	-1.1	-11

Results in C-LANA FP and DAGLB inhibitor, for two of the compounds above:
| SMILES | C-LANA FP | DAGLB inhibitor |
| --- | --- | --- |
| CCOc1ccc(-c2nnn(CC(=O)Nc3cc(OC)ccc3OC)n2)cc1OCC | 0.6 | 0 |
| O=S(=O)(NCc1ccccc1)c1ccc(S(=O)(=O)NCC2CCCO2)cc1 (configuration not stated) | -1.8 | 1 |

Full records, quoted from the list. Screens in order: V-ATPase pH, Arrestin-AP2 inh, CAL PDZ FP-1, NSD2 inh, C-LANA FP, RTF Ca sens inh, Pemphigus Ab inh, DAGLB inhibitor, CAL PDZ FP-2, Keap1 Nrf2 FP
CN1c2ccccc2C2(C)CCCC3=Cc4cccc([N+](=O)[O-])c4OC312 (configuration not stated) as listed: -2, 39, -4, -3, -0.5, -3, 100, -6, 0.2, -2
CC1(C)CC(=O)c2cc(OCC(=O)N3CCOCC3)ccc2O1 as listed: -2, 25, 1, -2, 0.6, 16, 94, -4, -1.0, -2
CCOC(=O)C1=C(CC)OC(N)=C(C#N)C1c1ccc(OC)c(OC)c1OC (configuration not stated) as listed: 0, ., ., -3, 3.4, -5, 100, 5, -0.9, -1
Cc1ccc(C2=NS(=O)(=O)N(C)C(C(=O)NCc3ccc(F)cc3)=C2)cc1 as listed: 4, -1, ., ., 0.5, -5, 98, -7, -0.3, 3

Bioassay records: PubChem, several laboratories
